# Screening results from PubChem.
# ERAP1 inh: human ERAP1 aminopeptidase inhibitors, primary screen, biochemical, single point, plate reader. recombinant ERAP1, Leu-AMC fluorescence, 60 min. inhibition, % at 10.7 µM. 340,000 compounds, 0.15% hits. AID 652197, 2013;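 active = mean replicate inhibition of at least 30%, or all replicates individually reaching that 30% level; inactive = mean below 30% and not every replicate reaching it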;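 note: 0% = neutral control wells and 100% = L-leucinethiol positive control wells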
# XiGFP reactiv: activators of inactive X chromosome reactivation, primary screen, imaging, XiGFP fibroblasts, GFP high-content imaging, set 2 | activation, % at 7.58 µM | AID 743238, 2013 | XiGFP mouse fibroblasts, % GFP-positive cells imaging, 3 d; cells co-treated with 5-aza-dC sensitizer; scaled so ellipticine positive control = 100% | 360,000 compounds, 0.055% hits;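 active = mean normalized replicate activation at least 10% and every replicate at or above 10%; inconclusive = only one of the two criteria met; inactive = mean below 10% and not all replicates reach 10%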;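 note: 0% = median of on-plate neutral control wells and 100% = ellipticine 6 µM median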
#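 Assay system – SV40-immortalized XiGFP fibroblast cells, line 68-5-11 · Buffer or medium – DMEM supplemented with 5-aza-dC as sensitizing agent · Dosing – one concentration, pinned · Benchmarks – positive control ellipticine, 6 µM final · Times – 3 days compound exposure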
# esBAF inh: Bmi1 luciferase reporter increase in mESCs, primary screen, esBAF inhibitor project, mouse ES cells, Bmi1 luciferase knock-in, single point | reporter increase, % at 12.5 µM | 350,000 compounds, 2% hits | 24 h; 100% = twice the neutral-well signal; in the data active = activation above about 40%; inconclusive = no clear call, values can overlap the other calls;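 note: 0% = median of the plate's neutral control wells and 100% = double that signal; a rise in the Bmi1 reporter signal indicates esBAF inhibition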
# ERp5 block: inhibitors of ERp5-driven insulin aggregation, primary screen, biochemical, turbidity, absorbance 650 nm, single point | inhibition, % at 9.99 µM | Protein disulfide-isomerase A6 (Homo sapiens), Q15084 | 350,000 compounds, 0.05% hits | AID 651711, 2012 | 90 min;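 active = mean replicate inhibition above about 25%, with every replicate also reaching it, limit read from the data, passing the limit was not always enough; inconclusive = only one of those two criteria met; inactive = neither criterion met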
# Target sequence (Q15084 whole entry, looked up): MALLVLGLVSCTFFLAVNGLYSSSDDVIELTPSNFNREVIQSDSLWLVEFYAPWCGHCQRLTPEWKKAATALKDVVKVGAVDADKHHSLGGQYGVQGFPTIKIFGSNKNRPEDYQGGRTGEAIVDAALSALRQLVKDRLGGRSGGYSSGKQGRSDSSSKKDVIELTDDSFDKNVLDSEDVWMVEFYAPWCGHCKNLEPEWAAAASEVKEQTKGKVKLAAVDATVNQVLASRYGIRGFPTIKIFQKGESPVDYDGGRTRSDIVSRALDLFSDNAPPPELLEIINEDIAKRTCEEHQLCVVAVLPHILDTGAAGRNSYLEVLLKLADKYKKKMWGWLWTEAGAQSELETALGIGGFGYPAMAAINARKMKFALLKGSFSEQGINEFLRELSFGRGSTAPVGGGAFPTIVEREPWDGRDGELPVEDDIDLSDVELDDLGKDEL
# S100A4 MyoIIA: inhibitors of S100A4-myosin IIA peptide binding, primary screen, biochemical, fluorescence polarization, TAMRA-MyoIIA peptide. Protein S100-A4 (Homo sapiens), P26447. inhibition, % at 10.7 µM. 360,000 compounds, 0.14% hits;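 active = mean inhibition of at least 70% across replicates, with every replicate also reaching that level; inconclusive = mean inhibition reaches 70% but some replicates fall short; inactive = mean inhibition below 70%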
# Target sequence (P26447 whole entry, looked up): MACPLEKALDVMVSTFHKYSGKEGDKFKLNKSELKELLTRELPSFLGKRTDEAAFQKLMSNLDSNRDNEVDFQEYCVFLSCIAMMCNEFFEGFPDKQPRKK
#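 System – human S100A4 monomer protein, biochemical binding assay · Buffer or medium – Calcium-containing HEPES buffer, pH 7.2 · Timing – 5 min between mix addition and reading · Also added – TAMRA-labelled myosin IIA heavy-chain peptide probe, 5 nM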
# RAD52 anneal inh: RAD52 DNA annealing inhibitors, primary screen, biochemical, FRET, single point, set 2 | DNA repair protein RAD52 homolog (Homo sapiens), P43351 | recombinant RAD52 DNA annealing, FRET fluorescence | inhibition, % at 18.7 µM | 360,000 compounds, 0.46% hits | AID 651710, 2012;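 active = every replicate showing at least 50% inhibition; inconclusive = mean inhibition at least 50% but not in every replicate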
# Target sequence (P43351 whole entry, looked up): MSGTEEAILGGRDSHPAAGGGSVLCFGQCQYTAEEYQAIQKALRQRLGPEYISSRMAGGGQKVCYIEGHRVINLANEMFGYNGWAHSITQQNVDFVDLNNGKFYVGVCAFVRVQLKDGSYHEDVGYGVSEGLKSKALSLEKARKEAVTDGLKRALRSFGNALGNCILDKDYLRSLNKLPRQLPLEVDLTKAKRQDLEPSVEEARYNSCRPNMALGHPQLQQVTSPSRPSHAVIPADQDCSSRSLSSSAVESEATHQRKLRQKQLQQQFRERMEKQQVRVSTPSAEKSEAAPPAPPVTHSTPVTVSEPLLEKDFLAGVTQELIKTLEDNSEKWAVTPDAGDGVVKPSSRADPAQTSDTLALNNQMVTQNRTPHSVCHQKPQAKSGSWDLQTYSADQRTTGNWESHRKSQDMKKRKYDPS
# RAD54 inh: inhibitors of human RAD54 branch migration, primary screen, biochemical, fluorescence, single point | 360,000 compounds, 0.14% hits | RAD54 Holliday junction branch migration, FAM/BHQ fluorescence | inhibition, % at 10.4 µM;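 active = mean normalized replicate activity at least 40 and at least half of replicates scoring 40 or more; inconclusive = only one of the two criteria met; inactive = mean below 40 and under half of replicates reaching 40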;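 note: 0% = median of neutral control wells and 100% = median of positive control wells; inhibitors cause a drop in the FAM fluorescence signal; in these data hits start at about 50%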
# E-sel inducer: E-selectin induction in HUVECs, primary screen, imaging, HUVEC, immunofluorescence imaging, single point; P16581; normalized: neutral wells 0, TNF-alpha wells 100; activation, % at 7.58 µM; 260,000 compounds, 0.37% hits;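 active = mean E-selectin-positive cell signal at least 10% of the positive control, reached in at least 60% of replicates, without over 20% cell loss; inconclusive = no rule given, readout overlaps actives, possibly toxicity-flagged; inactive = the rest, including those meeting only one limit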;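 note: in these data hits start at about 27%; measured in HUVEC primary endothelial cells; signal is the percent of cells scored E-selectin positive by PE staining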
#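 Assay system: HUVEC, human umbilical vein endothelial cells / Amount: 3,000 HUVEC/well / Controls: TNF-alpha positive control, DMSO neutral control / Compound dosing: single concentration / Medium: EGM-2 over gelatin coat / Evaluation: percent E-selectin-positive cells / Signal: immunofluorescence imaging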
# The depositor's hits bear a star; ? = inconclusive; / = no result given; & = joins results of further samples.
# Each structure is followed by: XiGFP reactiv	S100A4 MyoIIA	ERp5 block	RAD52 anneal inh	E-sel inducer	RAD54 inh	esBAF inh	ERAP1 inh
- COc1ccc(-n2c(O)c(C=NCCN(C)C)c(=O)[nH]c2=O)cc1
 : 0.0	-2	/	-35	/	-23	0	-5
- Cc1c(NP(=O)(C(C)(C)C)C(C)(C)C)c(=O)n(-c2ccccc2)n1C
 : 0.0	2	4	-8	/	/	/	8
- C[C@]12CCC3C(CC[C@H]4[C@@H](O)[C@H](O)CC[C@]34C)C1CCC2=O (some centres not stated)
 : 0.0	-1	-3	-3	0.5	1	/	-1
- O=C(NCCN1CCC2(CC1)C(=O)NCN2c1ccccc1)c1cccnc1Cl
 : -0.1	-4	0	-1	0.3	/	/	-2
- COc1ccc(C=O)cc1O
 : 0.0	-2	1	-7	-0.1	-10	-14	1
- COC(=O)C1=C(c2ccc(C(C)=O)cc2)C[C@@H]2CC[C@H]1N2C(=O)N1CCC(C)CC1
 : -0.1	7	6	-16	-0.2	2	4	10
- COC(=O)C1=C(c2ccc(OC)c(OC)c2)C[C@@H]2CC[C@H]1N2C(=O)NCCOc1ccccc1Cl
 : -0.6	-7	-7	-20	-0.2	-1	-4	-1
- OC1CCCCC1N1CCC(c2ccccc2)CC1 (configuration not stated)
 : 0.2	-24&-3	3	-25	?	3&-16	0&-11	-3
- CC(C)n1c(=O)c(C=Nc2ccc(Br)cc2)c(O)n(Cc2ccco2)c1=O
 : 0.2	-8	3	-136	-0.2	/	/	-7
- COc1ccc(C(CC(=O)c2ccc3c(c2)OCO3)c2c(O)c3ccccc3oc2=O)cc1OC (configuration not stated)
 : 0.0	8	-3	-13	-0.2	13	7	6

# Structures shown so far containing a carbonyl joined to an NH by a bond outside any ring (two):
# Each structure is followed by: XiGFP reactiv	S100A4 MyoIIA	ERp5 block	RAD52 anneal inh	E-sel inducer	RAD54 inh	esBAF inh	ERAP1 inh
- O=C(NCCN1CCC2(CC1)C(=O)NCN2c1ccccc1)c1cccnc1Cl
 : -0.1	-4	0	-1	0.3	/	/	-2
- COC(=O)C1=C(c2ccc(OC)c(OC)c2)C[C@@H]2CC[C@H]1N2C(=O)NCCOc1ccccc1Cl
 : -0.6	-7	-7	-20	-0.2	-1	-4	-1

# Later entries:
# Each structure is followed by: XiGFP reactiv	S100A4 MyoIIA	ERp5 block	RAD52 anneal inh	E-sel inducer	RAD54 inh	esBAF inh	ERAP1 inh
- COc1cc2[nH]c(=O)n(-c3cccc(Cl)c3)c(=O)c2cc1OC
 : /	7	7	-7	/	0	/	1
- COc1ccc(-n2c(O)c(C(C)=NCC3CCCO3)c(=O)[nH]c2=O)cc1 (configuration not stated)
 : 0.0	-2	2	-2	/	/	/	/
- O=P(Oc1ccccc1)(N1CCOCC1)N1CCOCC1
 : 0.0	1	2	-8	0.6	-6	-4	1
- O=C(CN1CC=C(c2ccccc2)CC1)NC(=O)NC1CCCCC1
 : 0.0	16	3	-12	0.0	6	4	-2
- Fc1cccc(C2NCc3ccccc3-n3cccc32)c1 (configuration not stated)
 : 0.1	2	4	-32	/	-9	-1	-2
- c1ccc(P(c2ccccc2)c2ccccn2)cc1
 : 0.2	2	-4	-24	0.3	-8	0	/
- CC(=O)OC1C=CC2[C@H]3Cc4ccc(O)c5c4[C@@]2(CCN3C)C1O5 (some centres not stated)
 : /	0	1	-3	/	-14	8	0
- Clc1ccc(C2NCCc3[nH]cnc32)cc1 (configuration not stated)
 : -0.1	0	4	-7	0.1	-26	0	-1
- Nc1ccccc1C(=O)OCC(=O)c1ccc2c(c1)OCCO2
 : 0.1	-3	4	-2	-0.1	/	/	-1
- CC(=O)c1c(O)n(C2CCCCCC2)c(=O)[nH]c1=O
 : /	-6	-7	-74	/	-13	-9	7
- CCn1cc(C=C2C(=O)N(C)C(=O)N(C)C2=O)c2ccccc21
 : 0.2	4	8	-16	0.7	-10	-16	3
- O=C(NCC1=C(c2cccc3ccccc23)C[C@@H]2CC[C@H]1N2Cc1ccco1)c1ccc([N+](=O)[O-])cc1
 : 0.2	0	6	28	-0.2	1	-4	8
- Cc1ccccc1-n1c(O)c(/C=C2/C(c3ccccc3)=Nc3ccccc32)c(=O)[nH]c1=O
 : 0.1	-12	9	-96	0.3	/	/	-3
- COc1ccc(CCC(=O)N2C[C@H]3C[C@@H](C2)c2cccc(=O)n2C3)cc1
 : /	-2	6	-7	/	-5	-2	/
- COC(=O)C1=C(c2ccc(OC)c(OC)c2)C[C@@H]2CC[C@H]1N2C(=O)NCCO
 : 0.1	-2	8	-9	-0.1	-5	-8	2
- O=c1[nH]c(CN2CC=C(c3ccccc3)CC2)nc2scc(-c3cccs3)c12
 : 0.1	3	-40	-45	6.6	-5	2	-1
- COC1=C[C@@H]2[C@@H]3Cc4ccc(OC)c(O)c4[C@]2(CCN3C)CC1=O
 : -0.1	-7	4	-10	0.0	11	3	-1
- CCCN1[C@@H]2Cn3c(ccc(-c4ccc(OC)cc4)c3=O)[C@H]1[C@@H](C(=O)OC)[C@@H]2CO
 : 0.0	8	0	2	0.1	11	-3	1
- COc1ccc(-n2c(Cc3cccc([N+](=O)[O-])c3)nc3ccccc3c2=O)cc1
 : 0.4	1	3	-6	-3.2	/	/	-1
- CCCCCn1c(=O)c(C(=O)Nc2ccccn2)c(O)c2ccccc21
 : 0.1	-3	3	-9	0.3	2	-3	-3

# One compound at a time (already shown). Values in the order: XiGFP reactiv	S100A4 MyoIIA	ERp5 block	RAD52 anneal inh	E-sel inducer	RAD54 inh	esBAF inh	ERAP1 inh
# CCn1cc(C=C2C(=O)N(C)C(=O)N(C)C2=O)c2ccccc21 across the screens: 0.2	4	8	-16	0.7	-10	-16	3
# COC1=C[C@@H]2[C@@H]3Cc4ccc(OC)c(O)c4[C@]2(CCN3C)CC1=O across the screens: -0.1	-7	4	-10	0.0	11	3	-1
# COC(=O)C1=C(c2ccc(OC)c(OC)c2)C[C@@H]2CC[C@H]1N2C(=O)NCCO across the screens: 0.1	-2	8	-9	-0.1	-5	-8	2
# COc1ccc(-n2c(Cc3cccc([N+](=O)[O-])c3)nc3ccccc3c2=O)cc1 across the screens: 0.4	1	3	-6	-3.2	/	/	-1
# O=C(NCC1=C(c2cccc3ccccc23)C[C@@H]2CC[C@H]1N2Cc1ccco1)c1ccc([N+](=O)[O-])cc1 across the screens: 0.2	0	6	28	-0.2	1	-4	8

# Later entries.
# Each structure is followed by: XiGFP reactiv	S100A4 MyoIIA	ERp5 block	RAD52 anneal inh	E-sel inducer	RAD54 inh	esBAF inh	ERAP1 inh
- COc1ccc(OC(=O)N(C)C[C@@H]2OCc3ccccc3-c3c(n(C)c4ccccc34)C(=O)N([C@@H](C)CO)C[C@H]2C)cc1
 : 0.0	33	6	13	-0.1	/	/	1
- COc1ccccc1OCC#CCN1CCCCCC1
 : 0.2	4	6	0	/	/	/	0
- CC1=C2C(=O)C3C(CC=C4CC(OC5OC(O)C(O)C(O)C5CO)CCC43C)C2CCC12OC1CC(C)CNC1C2C (configuration not stated)
 : 0.0	1	3	-3	0.4	-9	0	-1
- O=C(O)c1cn(Cc2ccccc2)nc1-c1ccccc1
 : -0.1	1	5	-23	/	2	-6	-3
- O=C(CCCc1ccc(N(CCCl)CCCl)cc1)NCc1ccccc1
 : -0.1	14	-5	-8	2.1	7	-22	-1
- O=S(=O)(c1ccc(F)cc1)N1CCCCC1c1cccnc1 (configuration not stated)
 : 0.1	-12	9	-1	1.1	4	-9	-1
- O=C(O)CC[N+](=O)[O-]
 : -0.2	5	-3	3	0.0	-7	-2	0
- COc1ccc(S(=O)(=O)N2CC3CC(C2)c2cccc(=O)n2C3)cc1 (configuration not stated)
 : 0.1	2	0	-10	/	/	/	3
- c1ccc(CNC2CN3CCC2CC3)cc1 (configuration not stated)
 : 0.0	-2	1	-14	-0.1	-14	6	0
- O=C(CCN1CC2CCC(CC2)C1)c1cccs1
 : 1.5	14	5	3	6.5	/	/	2
- CC(=O)NCC1=C(c2cccc3ccccc23)C[C@@H]2CC[C@H]1N2Cc1ccco1
 : 0.1	0	4	-9	-0.3	1	0	-3
- COc1ccc(C(c2nnnn2-c2ccc(OC)cc2)N2CCC(n3c(=O)[nH]c4ccccc43)CC2)cc1 (configuration not stated)
 : 0.1	-3	-3	-9	0.0	1	-14	3
- COc1cc(C=C2C(=O)NC(=O)NC2=O)ccc1O
 : 0.0	-20	0	-15	0.0	3	2	1
- Cc1cccn2c(=O)c3c(nc12)N1CCCCC1C1(C3)C(=O)N(C)C(=O)N(C)C1=O (configuration not stated)
 : 0.0	-13	9	-104	0.5	-1	/	/
- COC(=O)C1=C(c2ccc(OC(F)(F)F)cc2)C[C@@H]2CC[C@H]1N2C(=O)N1CCCC1
 : 0.4	1	8	3	-0.2	3	-21	0
- COC(=O)C1=C(c2ccccc2)C[C@@H]2CC[C@H]1N2C(=O)N1CCC(C)CC1
 : -0.1	8	-6	-8	0.0	8	-6	16
- CC=Cc1ccc2n(c1=O)C[C@H]1[C@H](CO)[C@@H](C(=O)OC)[C@@H]2N1C(=O)CC1CC1 (mixture of isomers)
 : 1.7	-5	-5	0	0.1	7	-3	2
- CN(C)CCSC1c2ccccc2CSc2ccccc21 (configuration not stated)
 : 0.1	-3	4	38	-0.2	1	/	8
- COc1ccc(-n2nnnc2C(c2ccccc2OC(F)(F)F)N2CCC3(CC2)C(=O)NCN3c2ccccc2)cc1 (configuration not stated)
 : 0.0	0	-2	-9	0.6	-11	-7	/
- C#C[C@]1(O)CCC2C3C(CC[C@@]21C)[C@@]1(C)CC[C@@H](O)CC1=C[C@H]3O (some centres not stated)
 : 0.0	48	9	-18	-0.5	-6	7	0
- CC1(CCO)C(=O)NC(=S)NC1=O
 : 0.7	-3	-6	-10	-0.2	-9	-5	-5
- O=c1c2ccccc2nc(/C=C/c2ccc(O)cc2)n1-c1cccc(O)c1
 : 0.0	-8	-3	-23	11	/	3	1
- O=C(Cc1ccncc1)N1CCCCN2[C@@H](CO)[C@H](c3ccc(C#CC4(O)CCCC4)cc3)[C@@H]2C1
 : 0.0	0	-3	-2	-0.2	1	/	1
- CC(=O)N1CC(=O)Nc2ccc(Cl)cc2C1c1ccc(F)cc1 (configuration not stated)
 : /	-1	-3	1	/	-2	1	0
- CC(C)(C)C(=O)C(Oc1ccc(Cl)cc1)n1cncn1 (configuration not stated)
 : 0.3	-5	-3	-10	0.0	/	2	-1
- CNC(C(=O)c1ccccc1)C(OC(C)=O)c1cccc([N+](=O)[O-])c1 (configuration not stated)
 : 0.9	-3	-1	-6	2.0	/	/	2

# This is a subset; count on the stated rates, not on these rows.
